High-throughput results from PubChem BioAssay.
Artemis endo inh: Artemis endonuclease inhibitors, primary screen, biochemical, fluorescence intensity, FAM/BHQ-1 hairpin substrate. recombinant Artemis, quenched FAM hairpin cleavage fluorescence. inhibition, % at 10 µM. actives 0.78% (n = 30,000). AID 686954, 2013;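 active = at 10 µM dose, at least 30% inhibition, measured as corrected fluorescence normalized to stimulator and neutral control wells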
Target sequence (Q96SD1 whole entry, looked up): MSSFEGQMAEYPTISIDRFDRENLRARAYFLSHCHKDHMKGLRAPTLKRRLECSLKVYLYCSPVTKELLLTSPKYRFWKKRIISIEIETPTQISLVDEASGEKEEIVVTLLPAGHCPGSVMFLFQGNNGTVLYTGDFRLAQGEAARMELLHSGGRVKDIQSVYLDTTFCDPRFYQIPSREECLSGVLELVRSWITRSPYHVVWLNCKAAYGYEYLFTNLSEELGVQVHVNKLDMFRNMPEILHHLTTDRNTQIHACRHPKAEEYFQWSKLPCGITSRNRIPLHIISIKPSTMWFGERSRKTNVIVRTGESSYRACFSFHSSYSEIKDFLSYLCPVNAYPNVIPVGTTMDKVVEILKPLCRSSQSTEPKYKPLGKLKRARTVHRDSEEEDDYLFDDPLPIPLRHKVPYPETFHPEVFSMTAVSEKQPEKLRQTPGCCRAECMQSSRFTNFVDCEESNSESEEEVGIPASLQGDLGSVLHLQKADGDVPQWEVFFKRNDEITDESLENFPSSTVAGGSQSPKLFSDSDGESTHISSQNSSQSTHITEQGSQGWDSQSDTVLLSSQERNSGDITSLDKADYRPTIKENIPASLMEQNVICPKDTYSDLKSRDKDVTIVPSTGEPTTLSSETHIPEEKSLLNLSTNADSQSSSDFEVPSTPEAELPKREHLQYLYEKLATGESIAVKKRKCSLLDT
Active calls of the source: *. Some of the compounds tested; rates above refer to the full screens.

The first 4 compounds (preview)
structure	Artemis endo inh
CCOC(=O)CSc1nc2sccc2c(=O)[nH]1	5.2
COc1ccc(-c2n[nH]c(=S)n2C2CCCCC2)cc1	-1.4
O=C(Nc1ccc(-c2nnc3n2CCCCC3)cc1)c1cnccn1	3.2
O=C(CSc1oc(-c2ccco2)nc1S(=O)(=O)c1ccccc1)NCC1CCCO1 (stereo unspecified)	2.1

The whole of this part, from the start:
structure	Artemis endo inh
CCOC(=O)CSc1nc2sccc2c(=O)[nH]1	5.2
COc1ccc(-c2n[nH]c(=S)n2C2CCCCC2)cc1	-1.4
O=C(Nc1ccc(-c2nnc3n2CCCCC3)cc1)c1cnccn1	3.2
O=C(CSc1oc(-c2ccco2)nc1S(=O)(=O)c1ccccc1)NCC1CCCO1 (stereo unspecified)	2.1
NC(=O)c1oc2ccccc2c1NC(=O)c1ccccc1	-6.4
Cc1ccc2nc(N3CCC(C(=O)O)CC3)nc(-c3ccccc3)c2c1	23.4
CCOc1ccc(CN(CCO)CCO)cc1C(=O)OC	5.8
CC1CCCC(NC(=S)Nc2ccc(SC(F)F)cc2)C1C (stereo unspecified)	-0.9
C=C1c2cc(C)ccc2NC(=O)N1c1ccc(C)cc1	0.9
NCCN1CCN(CCN)CC1	-3.6
CCOC(=O)N1CCN(C(=O)Cc2ccc(Cl)cc2)CC1	-0.2
CC(CC(C)C(=O)Nc1ccccc1C(C)(C)C)C(=O)O (stereo unspecified)	-1.5
N#CCSc1nnc(N)s1	-0.9
COC(=O)CCC(=O)Nc1ccc(NC(=O)CCC(=O)OC)cc1	0.1
COc1ccc(N(C(=O)c2cnccn2)C(C(=O)NC2CCCCC2)c2ccc(Cl)cc2)cc1 (stereo unspecified)	-7.0

Grouped by structure, the compounds so far with sulfur
structure	Artemis endo inh
CCOC(=O)CSc1nc2sccc2c(=O)[nH]1	5.2
COc1ccc(-c2n[nH]c(=S)n2C2CCCCC2)cc1	-1.4
O=C(CSc1oc(-c2ccco2)nc1S(=O)(=O)c1ccccc1)NCC1CCCO1 (stereo unspecified)	2.1
CC1CCCC(NC(=S)Nc2ccc(SC(F)F)cc2)C1C (stereo unspecified)	-0.9
N#CCSc1nnc(N)s1	-0.9

In the list so far, these have a COOH group:
structure	Artemis endo inh
Cc1ccc2nc(N3CCC(C(=O)O)CC3)nc(-c3ccccc3)c2c1	23.4
CC(CC(C)C(=O)Nc1ccccc1C(C)(C)C)C(=O)O (stereo unspecified)	-1.5

Carrying on.
structure	Artemis endo inh
O=C(O)Cn1cc2c(n1)CCCCC2	-6.2
COc1cc(N)ccc1C(=O)O	-3.5
CCOC(=O)CNC(=O)CSc1nnc(-c2cccc(C)c2)n1-c1ccc(OC)cc1	2.4
CNC(=O)NCCN1CCCC1=O	-3.6
O=C(Nc1cccc(C(=O)N2CCOCC2)c1)NC1CCCCC1	7.8
C=CCOC(=O)CCP(=O)(CCC(=O)OCC=C)c1ccccc1	-6.7
Cc1ccc(C(=O)/C=C/c2c(C)nn(-c3ccccc3)c2Cl)cc1	6.8
CC1(C(=O)N(c2ccccc2)C(C(=O)NC2CCCC2)c2ccccn2)CC(=O)N=C2C=CC=CN21 (stereo unspecified)	1.8
O=C(CSc1ccc(Cl)cc1)N1CCN(c2ccc([N+](=O)[O-])cc2Cl)CC1	12.5
CCC(CC)NC(=O)c1ccc2nc[nH]c2c1	0.5
COc1ccc(-c2nc(Cc3ccc(Cl)cc3)no2)cc1OC	-4.3
CSc1nc(Oc2ccc(Cl)cc2)c2sccc2n1	-10.9
CC1(C)CC(=O)C2=C(C1)NC(=O)CC2c1cc(F)ccc1F (stereo unspecified)	-2.2
O=C(Cn1nc(C(F)(F)F)c2c1CCCCC2)N1CCOCC1	4.8
O=C(C1CCCN1C(=O)c1cccs1)N1CCc2ccccc21 (stereo unspecified)	4.9
COc1ccc(N2CCN(C(=O)CCNS(=O)(=O)c3ccc(Br)s3)CC2)cc1	5.3
COc1ccc2[nH]c3ccccc3c2c1	-2.5
O=C(c1cccc(F)c1)N1CCN(c2ccc([N+](=O)[O-])c(N3CCCCC3)c2)CC1	8.6
CCc1nc2sc3c(c2c(=O)n1N)CCC3	-7.4
CCOC(=O)COn1c(=O)c(-c2cccs2)[n+]([O-])c2ccccc21	5.2
CCN(CC)CCCn1c(C)cc2c(c1=O)C(c1cc(OC)c(OC)cc1OC)C(C#N)=C(N)O2 (stereo unspecified)	-1.1
N#Cc1sc2nc3c(c(-c4ccco4)c2c1N)CCCC3	12.8
C[C@H](NC(=O)NC1CCCc2ccccc21)C(=O)O (stereo partly specified)	-12.2
O=C(c1cccc(F)c1)N1CCN(CC2CC3C=CC2C3)CC1 (stereo unspecified)	-0.1
COC(=O)c1ccccc1NC(=O)C1CCN(C(=O)c2cc(OC)c(OC)c(OC)c2)CC1	-5.0
c1ccc2nc3c(cc2c1)CCCCCC3	-3.1
CC(C)NC(=O)C(=O)NCCc1ccc(Cl)cc1	-1.4
CCOC(=O)c1c(-c2cccs2)csc1NC(C)=O	0.1
CCN1CCN(S(=O)(=O)c2cccc([N+](=O)[O-])c2)CC1	-7.9
O=C(COc1cccc(OC(F)F)c1)Nc1ccc(SC(F)F)cc1	-5.3
CCN1C(=O)C(NC(C)=O)c2cc(Br)ccc21 (stereo unspecified)	-14.9
CCOC(=O)C1=C(C)NC(=S)NC1c1ccc(-c2cccc(Cl)c2C)o1 (stereo unspecified)	1.8
Cc1ccc(-c2nc3ccccc3s2)cc1NC(=S)NC(=O)/C=C/c1ccco1	5.4
CC(C)(C)c1cc(/C=N/NC(=O)Cc2nc3ccccc3[nH]2)cc(C(C)(C)C)c1O	31.7*
COc1ccc(C2CC(=O)C=C(NC3CCCC3)C2)cc1 (stereo unspecified)	-3.5
Cc1ccc(C(C)C)c(OCC(=O)c2c(O)c3ccccc3oc2=O)c1	13.2
O=C1CCC(C(=O)N(Cc2ccco2)C2(C(=O)NC3CCCC3)CCCCC2)N1 (stereo unspecified)	5.3
O=C(NC1CCCc2ccccc21)C1CCN(S(=O)(=O)c2cccc3nsnc23)CC1 (stereo unspecified)	-2.4
Oc1c(Cl)cc(Cl)cc1/C=N/c1nccs1	4.5
CCc1ccc2c(c1)C1(NN=C(c3ccccc3)S1)C(=O)N2 (stereo unspecified)	7.0
CCOC(=O)CSC1=C(C#N)C(=O)NC2(CCCCC2)S1	-13.2
O=C(NCc1ccco1)C(c1cccnc1)N(C(=O)Cn1nnc2ccccc21)c1ccccc1 (stereo unspecified)	-7.6
Clc1cccc(CSc2nnc(-c3sccc3-n3cccc3)o2)c1	14.7
NC(=O)C1CCN(C(=O)CSc2nc3ccccc3s2)CC1	-1.5
COC(=O)Cc1cc(=O)n2[nH]c(SC)nc2n1	-4.2
COC(=O)c1ccc(C(=O)OC)c(NC(=O)CSCc2ccc(Cl)cc2)c1	8.1
Cc1cc(NC(=O)COn2nnc3ccc(Cl)cc32)no1	12.1
CC(C)(C)c1ccc(OCC(=O)NNC(=O)Cc2cccs2)cc1	-2.0
N#CC1=C(N)NC(SCC(=O)O)=C(C#N)C12CCCC2	10.4
Cc1nc(N2CCC(C)CC2)c2oc3ccccc3c2n1	3.7
Cc1ccc(-c2csc3ncn(CC(=O)N4CCOCC4)c(=O)c23)cc1C	2.2
O=C(NCCN1CCOCC1)c1ccccc1[N+](=O)[O-]	-2.5
Cc1ccc(C(=O)N2C3C=CC(C3)C2(C(F)(F)F)C(F)(F)F)cc1 (stereo unspecified)	-2.4
O=C(CCN1C(=O)c2ccccc2S1(=O)=O)N1CCN(c2ccccc2)CC1	-2.4
CCC(C)(C)NC(=O)CC(c1ccc(OC)cc1)n1cccc1 (stereo unspecified)	1.0
O=C(CN1C(=O)C2C3C=CC(C3)C2C1=O)NCCc1ccccc1 (stereo unspecified)	-1.8
COc1ccc(-c2noc(CCC(=O)N3CCN(c4cc(C)ccc4C)CC3)n2)cc1	13.6
O=C(NC(=S)Nc1ccc2[nH]ncc2c1)c1ccccc1	-1.8
O=C(CCC1COc2ccccc2O1)NCC1COc2ccccc2O1 (stereo unspecified)	-4.4
COc1cc(/C=N/N2C(=O)c3ccccc3NC2(C)c2cccc([N+](=O)[O-])c2)cc(Br)c1O (stereo unspecified)	-1.0

Later entries
structure	Artemis endo inh
Nc1c(NCCC2=CCCCC2)c(=O)[nH]c(=O)n1Cc1ccccc1	12.5
CC(C)(C)c1nc2scc(-c3cccs3)c2c(=O)o1	-1.2
C=CCOn1c(=O)c(-c2cc3ccccc3o2)[n+]([O-])c2ccccc21	2.8
O=C(NCc1ccccc1Cl)c1cnn2cccnc12	1.3
CCN(CC)S(=O)(=O)c1cccc(C(=O)Nc2cc(C)cc(C)c2)c1	-0.8
CCN(CC)S(=O)(=O)c1ccc(Cl)c(C(=O)NC)c1	-0.3
O=C(Nc1ccc(S(=O)(=O)NCc2ccccc2)cc1)c1ccc(Br)o1	7.6
CCCNC(=O)c1cc2c(C(F)(F)F)nn(C)c2s1	-4.1
COc1ccc(NC(=O)CN(C)S(=O)(=O)c2cccs2)cc1	-3.8
CCOc1ccc(-c2cc(C(=O)Nc3ccc4c(c3)OCCO4)c3ccccc3n2)cc1	4.7
O=C(/C=C/Nc1ccccc1)c1cnc(-c2ccccc2)s1	-5.8
CC1CCN(C(c2ccc(N(C)C)cc2)c2nnnn2Cc2ccccc2)CC1 (stereo unspecified)	7.2
CC(C)CNC(=O)C(=O)NC1CCCC1	2.2
CCOC(=O)C(C(C)=O)c1nc(C)nc2c1nnn2Cc1ccccc1Cl (stereo unspecified)	-3.4
O=C(c1ccc(-c2nnc(-c3ccccc3)o2)cc1)N1CCCCCC1	12.3

Other structures follow:
SMILES,Artemis endo inh
CC(C)=CCc1c(C)nc2ccccc2c1C(=O)O,-3.9
O=C(C/C=N\OCc1c(Cl)cccc1Cl)Oc1ccc(Cl)cc1Cl,-7.1
COc1cc2cc(CN(C(=O)NC3CCCCC3)C3CCCC3)c(=O)[nH]c2cc1OC,4.3
O=C1CC(c2ccco2)Cc2nc(Nc3ccc(F)cc3)ncc21 (stereo unspecified),-8.1
COCCNC(=O)C1CC(=O)N(C2CCCCC2)C1 (stereo unspecified),-5.5
Cc1cccc(-c2noc(CN(C(=O)c3ccc(Br)o3)C(C)C)n2)c1,2.1
C=CCOC(=O)C1=C(C)NC(=O)NC1C1CC=CCC1 (stereo unspecified),2.0
CC(=O)c1cn(CC(=O)Nc2ccc(C)cc2C)c2ccccc12,-0.5
O=C(NCc1ccncc1)C12CC3CC(CC(C3)C1)C2,-5.7
Cc1cc(NCCCN2CCOCC2)n2ncc(-c3ccccc3)c2n1,0.2
Cc1c(NS(=O)(=O)c2cccc(C(=O)NCc3ccncc3)c2)c(=O)n(-c2ccccc2)n1C,-0.7
CCSc1nc2ccccc2n1CCC(=O)O,-16.5
O=C(N/N=C1/C(=O)c2cccc3cccc1c23)c1ccc(Cl)cc1,28.1
CCOC(=O)C(NC(=O)c1ccc(OC)cc1)(OCC1(CC)COC1)C(F)(F)F (stereo unspecified),-10.4
COc1ccc(C(=O)C2CN(c3ccccc3)CC2c2ccc(Cl)cc2)cc1 (stereo unspecified),10.0
O=C(CCN1C(=O)C2CC=C(Cl)CC2C1=O)NCc1ccccc1 (stereo unspecified),-2.2
Cn1c(=O)n(Cc2ccc(F)cc2)c(=O)c2c1nc1n2CCCN1Cc1ccccc1,8.2
CCOC(=O)N1CCN(C(=O)c2cccc(NC(=O)c3ccco3)c2)CC1,-2.8
CCn1c(SCc2ccc(C(=O)Nc3nccs3)cc2)nnc1-c1ccc(N)cc1,-0.4
O=C(Cn1cnc2sc(-c3ccccc3)cc2c1=O)NCc1ccco1,-0.3
CC1CCN(C(=O)C2(NC(=O)Nc3cccc(F)c3)CCCCC2)CC1,1.2
COc1ccc(NC(=O)CNc2cccc(C#N)c2)cc1Cl,9.5
CCOc1ccc(OCc2ccc(C(=O)NCc3cccnc3)o2)cc1,1.1
Nc1nc2c3ccccc3nc(C3CC3)n2n1,4.4
O=C(Nc1c(Cl)cc(Cl)cc1C(=O)NCc1cccnc1)c1ccc(Cl)cc1Cl,0.0
Cn1ccnc1SCC(=O)N(C1CCCCC1)C1CCCCC1,5.2
COc1ccccc1-n1nnnc1S(=O)(=O)Cc1ccc(Cl)cc1,4.8
Cc1ccc(CC(=O)Nc2nc3ccccc3s2)cc1,3.6
COC(=O)Cn1cc(C(=O)OC)c2ccccc21,-1.5
COC(=O)C1C2C=CC3(CN(CC4CCCO4)C(=O)C13)O2 (stereo unspecified),5.0
CC1(C)C(=O)Nc2ccccc2N1C(=O)COC(=O)c1ccc(Cl)c(S(=O)(=O)NCc2ccccc2)c1,8.4
O=C(O)C1CCN(S(=O)(=O)c2cccnc2)CC1,-0.4
CCOC(=O)C(NC(=O)Nc1ccccc1)(OCC)C(F)(F)F (stereo unspecified),-6.0
Cc1ccc(CC2CC(=O)N(c3ccc4c(c3)OCCO4)C2=O)cc1 (stereo unspecified),22.2
CCOc1ccc(NC(=O)CCn2cccc2)cc1,-0.2
Cc1oc(-c2ccccc2)nc1CC(=O)O,-1.5
CN1CCN(c2nc3c(c(=O)[nH]c(=O)n3C)n2CCOc2ccccc2)CC1,-6.7
Cc1ccccc1NC(=O)C1CCC(C)(C(=O)O)C1(C)C (stereo unspecified),-6.3
COc1ccc2c(c1OC)C(=O)OC2c1c(O)nc(SC)n(-c2ccccc2)c1=O (stereo unspecified),3.8
Oc1ccc(C2=Nn3c(nnc3-c3ccco3)SC2)cc1O,21.6
CCOc1ccc(S(=O)(=O)Nc2nc3ccccc3nc2N2CCN(C)CC2)cc1,-8.0
COCCn1c(-c2ccc(OC)c(OC)c2)nc2ccccc21,-5.0
COc1cccc(N2CCN(C3OC(=O)c4ccccc43)CC2)c1 (stereo unspecified),-12.3
CCOC(=O)c1ccc2[nH]c3c(c2c1)CCCC3C(=O)OCC (stereo unspecified),-5.5
C=CCn1c(CSc2nc3ccccc3s2)nnc1SCC(=O)NCc1ccccc1,-6.8
Cc1cc2sc(C(=O)O)c(C)c2s1,-5.5
CC(=O)c1cccc(NS(=O)(=O)N2CCCCC2)c1,-8.6
Nn1c(Nc2ccccc2)nc2ccccc21,-4.7
